HSF1 inh = HSF1 inhibition | NIH3T3-HGL HSE-luciferase, MG132-induced, luminescence 8 h; active compounds read low | activity change, negative = inhibition, % at 7.5 µM (by protocol) | 300,000 tested, 0.77% active;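 active means more than half of replicate wells show activity change below -50%, luminescence cut by over half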;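 further: luciferase reports HSF-1 transcriptional activity via heat shock element; 0% = median of DMSO wells and -100% = zero luminescence signal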
GSK3A inh = human GSK-3 alpha kinase inhibition; ADP-Glo luminescence, 60 min; P49840; AID 2650; 320,000 tested, 0.1% active; inhibition, % at 10 µM;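 in the data active means inhibition above about 50%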;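 further: GST-tagged GSK-3 alpha with peptide substrate and 25 µM ATP; 0% = DMSO neutral wells and 100% = GW8510 positive control wells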
Target sequence (P49840 whole entry, looked up): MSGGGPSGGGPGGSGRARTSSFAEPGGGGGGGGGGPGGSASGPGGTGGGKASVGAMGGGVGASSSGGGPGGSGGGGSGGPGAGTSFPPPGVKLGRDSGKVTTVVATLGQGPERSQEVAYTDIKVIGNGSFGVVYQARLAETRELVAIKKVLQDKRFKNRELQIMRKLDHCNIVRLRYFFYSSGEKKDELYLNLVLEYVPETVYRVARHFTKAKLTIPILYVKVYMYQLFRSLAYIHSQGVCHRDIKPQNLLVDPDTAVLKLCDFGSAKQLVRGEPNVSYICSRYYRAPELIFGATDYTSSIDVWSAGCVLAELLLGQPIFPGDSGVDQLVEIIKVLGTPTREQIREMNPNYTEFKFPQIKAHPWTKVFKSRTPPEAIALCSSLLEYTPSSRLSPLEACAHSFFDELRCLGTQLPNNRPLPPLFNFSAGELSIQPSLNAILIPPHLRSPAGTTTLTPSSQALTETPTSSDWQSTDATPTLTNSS
AI-2 QS modul = modulators of Vibrio harveyi AI-2 quorum sensing system | Vibrio harveyi JMH597 AI-2 luminescence/OD600 ratio, 9 h; active compounds read low; strain lacks LuxN and CqsS sensors; 0 = neutral-control median | activity change, % at 7.5 µM | 300,000 tested, 0.4% active | AID 2094; in the data active means activity change below about -75%, passing the limit was not always enough;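 further: luminescence divided by OD600 gain over 9 h not by final OD600 alone; inactives centre near 13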
HIF act = HIF pathway transcriptional activation. U2OS HRE-luciferase reporter, luminescence; normalized: DMSO 0%, desferrioxamine 100%. 300,000 tested, 0.32% active. activation, % at 7.5 µM (by protocol). AID 1910;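 active means mean activation of at least 10% of the iron chelator positive control signal, with at least half of replicates also reaching 10%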
HSP90 inh = HSP90 refolding inhibition in rabbit reticulocyte lysate; inhibition, % at 5.6 µM; luciferase refolding luminescence, 3 h; 290,000 tested, 0.91% active;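 active means inhibition above the screen-wide mean plus 3 SD, computed separately per campaign, cut at about 16% in these data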;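 further: 0% = DMSO wells and 100% = 60 µM geldanamycin wells; inhibitors lower the luminescence because luciferase stays unfolded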
GSK3beta inhib = blocks human GSK3beta kinase activity. activity score (negative = inhibition), % at 10 µM. P49841. GST-GSK3beta kinase, ADP-Glo luminescence, 60 min; active compounds read low. 300,000 tested, 0.038% active. AID 2097;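 active means more than half of replicate wells score below -50%, meaning over 50% inhibition versus plate controls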;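 further: 0% = median DMSO wells and -100% = median GW8510 positive control wells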
Target sequence (P49841 whole entry, looked up): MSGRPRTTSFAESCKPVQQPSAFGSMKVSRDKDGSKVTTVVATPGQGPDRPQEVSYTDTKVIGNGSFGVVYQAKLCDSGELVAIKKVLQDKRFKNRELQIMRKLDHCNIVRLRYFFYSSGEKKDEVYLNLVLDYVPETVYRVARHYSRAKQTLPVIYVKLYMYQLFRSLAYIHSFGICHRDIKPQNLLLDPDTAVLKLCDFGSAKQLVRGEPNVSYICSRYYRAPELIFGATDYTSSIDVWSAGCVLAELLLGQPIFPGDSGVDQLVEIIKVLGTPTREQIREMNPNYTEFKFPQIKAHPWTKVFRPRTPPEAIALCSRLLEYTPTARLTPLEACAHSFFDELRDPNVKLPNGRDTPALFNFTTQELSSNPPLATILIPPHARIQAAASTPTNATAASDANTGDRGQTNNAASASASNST
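Test system: GST-tagged human GSK3beta kinase, cell-free; evaluation: activity score scaled between in-plate DMSO and GW8510 controls; measured by: ADP-Glo luminescence; incubation: 60 min reaction, RT; benchmarks: DMSO and 20 µM GW8510; reagent: peptide substrate plus 25 µM ATP (final); medium: Tris/MgCl2 kinase buffer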
aSyn UTR inh = 5' untranslated region of α-synuclein, MLPCN primary screen; alpha-synuclein 5'UTR reporter, inhibitor activity; inhibition, % (tested at 7.5 µM); 300,000 tested, 0.82% active; in the data active means inhibition above about 60%;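 further: H4 neuroglioblastoma cells stably carrying SNCA 5'UTR luciferase fusion; 0% = DMSO wells and 100% = positive control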
HSF-1 act = increases HSF-1 driven luciferase reporter signal | activation, % at 9 µM | NIH3T3-HGL HSF-1 luciferase reporter, MG132, 8 h; 100% = twice DMSO control signal | 300,000 tested, 1.7% active;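 active means mean replicate activation of at least 50% with a set share of replicates each reaching 50%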;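 further: 0% = median of the neutral control wells and 100% = twice that signal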
KLF5 inhibitor = inhibitors of KLF5 expression; DLD-1 KLF5 promoter-luciferase reporter, luminescence; 290,000 tested, 0.23% active; inhibition, % at 5 µM; AID 1700;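 active means inhibition above a per-plate limit of that plate's mean compound inhibition plus 3 SD, cut at about 60% in these data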;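 further: 0% = DMSO wells and 100% = LY294002 at 200 µM; higher means less KLF5 promoter-driven luciferase light; inactives centre near -14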
IEC-6 cytotox = kills IEC-6 intestinal cells in KLF5 counter-screen | IEC-6 cytotoxicity, luminescence viability | inhibition, % at 5 µM | 290,000 tested, 0.78% active; in the data active means inhibition above about 22%;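 further: 0% = plate median of test compound wells and 100% = cytotoxic reference compound wells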
* = called active by the depositor; . = no result given.

SMILES | HSF1 inh | GSK3A inh | AI-2 QS modul | HIF act | HSP90 inh | GSK3beta inhib | aSyn UTR inh | HSF-1 act | KLF5 inhibitor | IEC-6 cytotox
COc1cccc(NC(=O)[C@H](CC(C)C)NC(=O)N2CCn3c2nc2ccccc23)c1 | 9 | -1 | 10 | 0.0 | -4 | -1 | -30 | 6 | -30 | 3
COc1ccc(/C=C(/C#N)C(=O)Nc2cccc([N+](=O)[O-])c2)cc1C(=O)O | -2 | -2 | -10 | 0.3 | -3 | 3 | -7 | -6 | -5 | 2
O=C1CSC(=S)N1N1C(=O)c2cccc([N+](=O)[O-])c2C1=O | -8 | -2 | 10 | -0.2 | 0 | 3 | 15 | 6 | 4 | 1
CC1=CC2=NC(=O)/C(=C\c3cc(C)n(-c4ccc(F)cc4)c3C)C(=N)N2O1 | -3 | -2 | 40 | -0.4 | 5 | 5 | 24 | 13 | -11 | -1
CCOC(=O)C1(Cc2ccccc2)CCN(Cc2cc(=O)c3ccccc3[nH]2)CC1 | 1 | -1 | 20 | -0.1 | 5 | 0 | 10 | -10 | 1 | -1
COc1ccccc1NC(=O)Nc1nc(CC(=O)NCc2cccnc2)cs1 | 4 | 5 | -1 | -0.7 | . | 0 | 5 | 4 | . | .
CN(C)C(CNC(=O)c1coc2ccccc2c1=O)c1ccccc1 (centres undefined) | -9 | 4 | 26 | -34 | 7 | 2 | -6 | 16 | 7 | -9
O=C(CC1C(=O)NCCN1C(=S)Nc1ccccc1)Nc1ccc2c(c1)OCCO2 (centres undefined) | -10 | -3 | 21 | -0.4 | 0 | 1 | -17 | 0 | -10 | -4
Cc1ccc(C)c(N2CCN(S(=O)(=O)c3ccc4c(c3)NC(=O)CC(=O)N4)CC2)c1 | -3 | 2 | 30 | 0.2 | 0 | 1 | -20 | -8 | -13 | 0
Cc1c(O)ccc2c3c(c(=O)oc12)CCCC3 | . | -2 | . | . | 4 | . | . | . | 10 | -2
Cc1cccc(NC(=O)c2ccc(N3CCCCC3)c([N+](=O)[O-])c2)n1 | 32 | 1 | 19 | 2.1 | 4 | -5 | -157 | 62* | -135 | 5
O=S(=O)(Cc1ccccc1)Nc1ccccc1Br | -6 | -2 | -1 | -0.2 | 0 | 2 | 8 | -2 | -29 | 5
CCNc1nc(Cl)nc(-c2cn(-c3ccccc3)c3ccccc23)n1 | 2 | 0 | 21 | 0.6 | 1 | -5 | 35 | -1 | 5 | 7
O=C(c1ccc(CSc2ccc(Cl)cc2)cc1)N1CCCC1 | 24 | -1 | 6 | 2.0 | 0 | 1 | -35 | 12 | -38 | -2
COC(=O)C1=C(CSc2nncn2C)NC(=O)NC1c1ccc(F)cc1 (centres undefined) | -2 | 4 | 11 | -0.5 | -3 | -1 | -4 | -2 | -13 | -5
c1ccc(CN2CCN(c3nc(-c4ccccc4)nc4ccccc34)CC2)cc1 | 3 | 2 | 0 | -0.5 | -1 | 0 | -6 | 20 | -13 | 2
O=C1CN(C(=O)c2cc(F)cc(F)c2)c2ccccc2N1 | -5 | 2 | -4 | 0.2 | 4 | 1 | 3 | -9 | 22 | 10
O=C(O)CCCn1cc(NC(=O)COc2ccccc2[N+](=O)[O-])cn1 | 0 | -2 | 24 | 0.1 | -1 | -3 | 1 | -10 | -26 | -8
Cc1ccccc1NC(=O)c1cccc(NC(=O)c2c(C(=O)O)cccc2[N+](=O)[O-])c1 | -5 | -2 | 1 | -0.5 | . | 4 | -7 | 11 | . | .
Cc1ccc(CNC(=O)CCCN2C(=S)NC(C)(C)CC2C)cc1 (centres undefined) | 3 | -1 | 29 | -0.3 | -1 | 0 | 0 | -7 | -7 | 2
O=C(Nc1cccc(Cl)c1Cl)c1ccccc1OCC(=O)N1CCOCC1 | -11 | 0 | 19 | -0.5 | 1 | 0 | 16 | -8 | -14 | 1
CCc1c(C)nc(N2CCN(c3ccc(F)cc3)CC2)[nH]c1=O | 2 | 2 | -5 | -12 | 8 | -3 | -5 | 10 | -18 | -1
O=C(CCNC(=O)c1ccc(Br)cc1)NCc1ccco1 | -2 | -1 | . | -0.3 | . | . | 10 | 6 | . | .
CCOC(=O)C1CCN(C(=O)Cn2c(=O)c3cccn3c3cccnc32)CC1 | 0 | -3 | 17 | -0.2 | 1 | 2 | 1 | 5 | -14 | -4
O=C1CSC(c2ccccn2)N1c1ccccc1F (centres undefined) | 0 | . | 11 | -0.8 | -2 | 1 | 11 | -10 | 6 | -4

Only aSyn UTR inh, HSF1 inh and IEC-6 cytotox (six entries from above):
| mol | aSyn UTR inh | HSF1 inh | IEC-6 cytotox |
| --- | --- | --- | --- |
| COc1ccc(/C=C(/C#N)C(=O)Nc2cccc([N+](=O)[O-])c2)cc1C(=O)O | -7 | -2 | 2 |
| COc1ccccc1NC(=O)Nc1nc(CC(=O)NCc2cccnc2)cs1 | 5 | 4 | . |
| CC1=CC2=NC(=O)/C(=C\c3cc(C)n(-c4ccc(F)cc4)c3C)C(=N)N2O1 | 24 | -3 | -1 |
| O=C(c1ccc(CSc2ccc(Cl)cc2)cc1)N1CCCC1 | -35 | 24 | -2 |
| O=C1CSC(=S)N1N1C(=O)c2cccc([N+](=O)[O-])c2C1=O | 15 | -8 | 1 |
| O=C1CSC(c2ccccn2)N1c1ccccc1F (centres undefined) | 11 | 0 | -4 |

More structures:
SMILES | HSF1 inh | GSK3A inh | AI-2 QS modul | HIF act | HSP90 inh | GSK3beta inhib | aSyn UTR inh | HSF-1 act | KLF5 inhibitor | IEC-6 cytotox
O=C(CNC(=O)c1ccc(Br)o1)NCc1ccc(F)cc1 | -8 | -1 | 22 | -0.4 | -4 | 1 | -4 | -4 | 7 | 6
COC(=O)Cc1[nH]c(=O)[nH]c1C(=O)OC | -7 | -1 | -3 | 0.3 | 1 | 0 | 6 | -12 | 10 | 1
O=C(CCN1CCCCCC1)Nc1cccc(F)c1 | -37 | -2 | -2 | 0.4 | 0 | 0 | -1 | -48 | -32 | -5
CCOc1ccc(C(=O)NC2CCN(S(=O)(=O)c3ccccc3)CC2)cc1 | 0 | -2 | 2 | -41 | -1 | 0 | 2 | 22 | -19 | -11
COc1cccc(-c2cccc(NC(=O)C3CCN(C4CCC4)CC3)c2)c1 | -2 | -1 | 13 | 0.1 | -2 | -1 | 2 | 6 | -4 | -4
Cn1cc(S(=O)(=O)N2CCC(Cc3ccccc3)CC2)c(=O)n(C)c1=O | -1 | -2 | 16 | 0.0 | 1 | 2 | 29 | 16 | -26 | -3
CCCCOc1ccc(C(=O)NCCc2cccs2)cc1 | 22 | -3 | 31 | 1.7 | -2 | 0 | -52 | 43 | -112 | -2
CCOC(=O)c1sc(Nc2nc(C)cc(OC)n2)nc1C | -2 | -1 | 8 | 1.3 | 2 | 2 | -25 | 5 | -20 | 6
O=C(O)[C@H](Cc1ccccc1)NC(=O)N1CCN(c2ccccc2)CC1 | -3 | -3 | 8 | 0.2 | -6 | 1 | 8 | -4 | -11 | -1
Cc1[nH]c2ccccc2c1SCC(=O)N1CCN(c2ccccc2)CC1 | 1 | -3 | 17 | -0.4 | -2 | 2 | 10 | 22 | -13 | 8
CC1CC(=O)N(CC(=O)NCc2ccccc2)c2ccccc2S1(=O)=O (centres undefined) | -4 | 5 | -8 | -0.3 | -2 | 1 | -4 | 8 | -4 | -6
O=C(Cc1ccc(Cl)c(Cl)c1)NNC(=S)NCC1CCCO1 (centres undefined) | 6 | . | 16 | 0.1 | -5 | 2 | 21 | -2 | -10 | -3
CC1CCN(C(=O)COC(=O)c2ccc3c(c2)OCO3)CC1 | 10 | -2 | -8 | 1.9 | 3 | -22 | -118 | 20 | -42 | 8
CCO[C@@H]1OC(C(=O)NCc2nc3ccccc3[nH]2)=C[C@H](c2ccccc2)[C@H]1CCCO | 1 | -1 | 18 | -0.4 | -4 | 3 | 23 | -13 | -8 | -3
CC(=O)OC(C(=O)N1CCOCC1)c1c(F)cccc1F (centres undefined) | -1 | 0 | 6 | -0.3 | 3 | 0 | -8 | -15 | -1 | 2
CC/C(=N\NC(=O)c1ccncc1)C12CC3CC(CC(C3)C1)C2 | -5 | 0 | 1 | -0.1 | 0 | 1 | 13 | -4 | -12 | 0
COc1ccc(C(=O)n2ncc(C#N)c2N)cc1 | -1 | . | 26 | -0.3 | -1 | -6 | 10 | -4 | -33 | 1
O=C(Nc1ccc2nc(-c3cccs3)[nH]c2c1)c1cccs1 | 22 | -3 | 9 | 6.2 | -8 | -7 | -223 | 21 | -50 | -3
O=C(COC(=O)c1ccc2ccccc2n1)NCc1ccccc1 | 2 | 0 | -6 | -0.3 | 2 | -1 | -4 | 41 | -8 | -1
O=C(CSc1nnc(CNC(=O)c2ccccc2)o1)NCc1ccccc1Cl | 2 | 1 | 3 | -0.6 | -6 | 0 | 3 | -2 | -14 | -5
COC(=O)c1ccccc1NC(=O)CSc1nc2c(c(=O)[nH]1)CCC2 | 25 | -1 | 3 | -0.2 | -2 | 0 | -26 | 49 | 7 | -2
CCOc1ccc2[nH]c(=O)c(CN(CCCO)C(C)=O)cc2c1 | -5 | -1 | 6 | -0.2 | 1 | -3 | 13 | -1 | -9 | 0
CC(C)c1ccccc1NC(=O)COC(=O)CCN1C(=O)/C(=C\C=C\c2ccccc2)SC1=S | -14 | -1 | 9 | -1.4 | -3 | 3 | 73* | -24 | -21 | -7
Cc1cccc2cc(CN(Cc3cccs3)S(=O)(=O)c3ccc4c(c3)OCCO4)c(=O)[nH]c12 | 28 | -1 | 9 | 0.5 | -6 | 0 | 15 | 41 | -22 | -4

Whole records, looked up by structure. Order of screens: HSF1 inh | GSK3A inh | AI-2 QS modul | HIF act | HSP90 inh | GSK3beta inhib | aSyn UTR inh | HSF-1 act | KLF5 inhibitor | IEC-6 cytotox
Shown for CCOc1ccc2[nH]c(=O)c(CN(CCCO)C(C)=O)cc2c1 = -5 | -1 | 6 | -0.2 | 1 | -3 | 13 | -1 | -9 | 0
Shown for O=C(Cc1ccc(Cl)c(Cl)c1)NNC(=S)NCC1CCCO1 (centres undefined) = 6 | . | 16 | 0.1 | -5 | 2 | 21 | -2 | -10 | -3
